# FEN1 inh – blocks human flap endonuclease 1; Recombinant FEN1 flap cleavage, fluorescence, 15 min; P39748; Potency, µM (series often up to 114 µM), without a hit: at the highest dose activity change, negative = inhibition, most hits filed as inhibitors; 0.35% of 390,000 active; AID 588795; further: nearly all actives have a fitted effect of over 65% in size
# Target sequence (P39748 whole entry, looked up): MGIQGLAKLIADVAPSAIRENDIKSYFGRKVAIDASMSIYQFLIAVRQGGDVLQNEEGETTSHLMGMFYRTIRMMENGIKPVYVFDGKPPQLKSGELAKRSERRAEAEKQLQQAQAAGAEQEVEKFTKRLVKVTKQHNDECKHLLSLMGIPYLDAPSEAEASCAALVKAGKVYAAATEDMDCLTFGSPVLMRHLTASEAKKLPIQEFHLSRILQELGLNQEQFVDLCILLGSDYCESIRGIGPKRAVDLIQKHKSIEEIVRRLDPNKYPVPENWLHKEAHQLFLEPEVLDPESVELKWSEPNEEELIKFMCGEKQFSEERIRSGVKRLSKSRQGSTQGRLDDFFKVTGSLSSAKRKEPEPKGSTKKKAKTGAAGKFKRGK
#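 Nuclease activity of 10 nM FEN1 was measured after 15 min of room-temperature exposure to titrated compounds, by adding 50 nM flap substrate and reading plates at 0 and 15 min.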
# DT40 TDP1 CPT – DT40-hTDP1 cell growth loss with CPT; chicken DT40 Tdp1-/-;hTDP1 cells + 20 nM CPT, ATP luminescence, 48 h; Potency, µM (top dose mostly 46.2 µM), without a hit: top-dose activity change, negative = growth inhibition, actives largely listed as inhibitors; 12% of 420,000 active; AID 686979; further: nearly all actives have a fitted effect of over 55% in size
#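 Chicken DT40 Tdp1-/- cells complemented with human TDP1, 400 cells/well, exposed to compounds plus 20 nM camptothecin for at least 48 h at 37 C; viability read as ATP content by CellTiter-Glo luminescence.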
# N370S GC mod – inhibits or activates N370S mutant glucocerebrosidase | P04062 | N370S GC spleen homogenate, 4MU-glucoside fluorescence | Potency, µM (doses to about 59.4 µM), for the others: top-dose activity change, negative = inhibition, most hits filed as inhibitors | 0.092% of 330,000 active | AID 2101;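 further: 0% = full enzyme activity and -100% = no enzyme basal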
# * marks the source's active call; other numbers are inactive results; ? = inconclusive; nt = not tested or not shown; & = joins results of further samples; [ ] = another dose, or the depositor's remark. The call rests on the fitted dose curve; in most records, active means well fitted curve in the direction sought with a large enough effect; inconclusive means small, poorly fitted or top-dose-only effect, or another doubt; inactive means no such curve, though single readings can be large; an effect the other way counts as inactive or inconclusive. Unless noted, on the % scale 0 is the no-effect control and ±100 the full control effect; potency means the concentration at half of the fitted maximal effect.
# Each structure is followed by: FEN1 inh	DT40 TDP1 CPT	N370S GC mod
Cc1ccc(C)c(Nc2cc(C)nc(-c3ccccc3O)n2)c1
→ 2%	6.5µM*	?
Cc1ccc(OCCNC(=O)CNC(=O)c2ccccc2Cl)cc1
→ 2%	-3%	nt
CC(C)c1ccc(NC(=O)Cn2nnc(C(=O)NCc3ccc4c(c3)OCO4)c2N)cc1
→ -2%&-4%	?	-7%
CN(C)CCCN(C(=O)CCc1ccccc1)c1nc2ccc(F)cc2s1
→ 3%	-19%	-13%
O=C(c1ccc([N+](=O)[O-])cc1)N1CCSC1c1ccc(Cl)cc1 (stereo not drawn)
→ -5%	0%	1%
CCc1nn(-c2ccccc2)c(=S)c2ccccc12
→ -11%	-16%	4%
CCCOc1ccc(/C=N/n2nnnc2N)cc1OC
→ -1%	2%	-10%
COCCSc1nnc(NC(=O)CS(=O)(=O)c2ccc(C)cc2)s1
→ 3%	10%	-5%
CCOC(=O)N1CCN(Cc2cccs2)CC1
→ -7%	-3%	3%
CC(C)c1ccc(OCC(=O)N(Cc2cccs2)C2CCS(=O)(=O)C2)cc1 (stereo not drawn)
→ 4%	?	nt
O=C(NC1CC1)C1=C[C@H](c2ccccc2)C[C@H](OCc2ccc(CO)cc2)O1
→ 21%	?	6%
CN(Cc1nc2ccccc2[nH]1)Cc1nc(CC2CC2)no1
→ -6%	?	6%
COc1cc(C(=S)N2CCOCC2)ccc1OC(=O)c1cccc(C)c1
→ -9%	?	4%
CCCNS(=O)(=O)c1cccc(C(=O)NC2CCCc3ccccc32)c1 (stereo not drawn)
→ 11%	-14%	-1%[12.8 µM]
CC(=O)N1CCC(C(=O)N2CCN(S(=O)(=O)c3ccc(F)cc3)CC2)CC1
→ 1%	0%	-2%

# Remaining list, next part:
# Each structure is followed by: FEN1 inh	DT40 TDP1 CPT	N370S GC mod
O=C(OCc1ccccc1F)c1cnc(Cl)c(Cl)c1
→ -11%	28%	-4%
CCOC(=O)CSc1n[nH]c(=O)n1CCc1ccccc1
→ -16%	6%	-14%
Cc1ccc[n+](CC(=O)Nc2ccc(C)c(C)c2)c1
→ -5%	?	3%
O=S(=O)(NCCc1ccc(Cl)cc1)c1cccs1
→ -4%	?	0%
CCOC(=O)C1CCN(C(=O)c2cc(S(=O)(=O)N(C)C)ccc2N2CCCC2)CC1
→ 2%	-2%	-12%
O=C(Cn1nc(-c2ccccc2)c2ccccc2c1=O)Nc1ccc2c(c1)nc1n2CCOC1
→ -21%	-27%	-21%
CCN(CC)S(=O)(=O)c1ccc(/C=C/C(=O)OCC(=O)c2c(N)n(C)c(=O)n(C)c2=O)cc1
→ -9%	?	-13%
O=C(Nc1ccc2c(c1)OCO2)c1cccc2c1C(=O)N(C1CCCCC1)C2
→ -13%	6%	-5%
COc1cc(-c2noc(C)c2C(=O)NCCc2ccccc2)cc(OC)c1OC
→ 2%	?	nt
CN(C)S(=O)(=O)c1cccc(NC(=O)COc2ccc(S(=O)(=O)N3CCOCC3)cc2Cl)c1
→ 4%	-22%	nt
COc1ccccc1/C=N/OCc1ccc(C#N)cc1
→ -1%	9%	26%
Cc1ccc(CSCc2ccc(C(=O)NC3CCCC3)o2)cc1
→ -3%	5%	18%
COc1cccc(-n2ccnc2SCC(=O)Nc2cccc3ccccc23)c1
→ 1%	?	nt
COc1cc2ncnc(NCc3cc(F)ccc3F)c2cc1OC
→ 4%	-11%	-3%
Cc1ccc(N=Cc2ccc(N(C)C)cc2)cc1C
→ 4%	6%	-16%

# Continued:
# Each structure is followed by: FEN1 inh	DT40 TDP1 CPT	N370S GC mod
CC1CCN(CCCNC(=O)c2cn(C)c3ccc(S(=O)(=O)N4CCCC4)cc3c2=O)CC1
→ 3%	-10%	15%
CC(=O)Nc1ccc(NS(=O)(=O)c2cccc3nonc23)cc1
→ -1%	-3%	2%
C=CCNC(=O)c1cc2sccc2n1C
→ 20%	-10%	11%
O=C(Nc1ccc(N2CCOCC2)cc1)c1ccc(Cl)c(S(=O)(=O)N2CCCCC2)c1
→ -2%	?	nt
Cc1ccc(S(=O)(=O)N2CCOCC2)cc1NC(=O)COc1ccc(-c2nnco2)cc1
→ -2%	-3%	0%
Clc1ccc(OCc2noc(-c3ccsc3)n2)c(Cl)c1
→ 14%	3%	2%
CC(C)NS(=O)(=O)c1ccc(Oc2ncc(C(F)(F)F)cc2Cl)cc1
→ -2%	?	-11%
CC(=O)Nc1ccc(NC(=O)C2CCN(C(=O)c3ccc([N+](=O)[O-])cc3)CC2)cc1
→ -2%	0%	22%
Nc1nc2c(Cl)cc(Cl)cc2s1
→ -4%	3%	11%
Cc1c(C(=O)NCc2ccccc2Cl)sc2ncnc(N(C)C3CCCCC3)c12
→ 15%	?	nt
O=C1OC(/C=C/c2ccccc2)=NC/1=C\c1cccnc1
→ 8%	-3%	-10%
COc1cc2c(cc1NC(=O)C(C)OC(=O)c1ccc(S(=O)(=O)Nc3ccccc3Cl)cc1)oc1ccccc12 (stereo not drawn)
→ -3%	23µM*	-1%
COc1cccc(C(C(=O)NC2CCCC2)N(C(=O)c2ccco2)c2ccc(C(C)=O)cc2)c1OC (stereo not drawn)
→ 8%	-27%	0%
CC1CCc2sc(C(=O)N(C)CC(=O)Nc3ccc(N4CCOCC4)cc3)cc2C1 (stereo not drawn)
→ -11%	?	0%
Cc1nn(C)cc1C(N)=O
→ 2%	-10%	-1%

# (listing goes on)
# Each structure is followed by: FEN1 inh	DT40 TDP1 CPT	N370S GC mod
C[C@]12c3[nH]c4cc(-c5ccco5)ccc4c3CCN1C(=O)[C@@H](CC(=O)NCc1cccc(C(F)(F)F)c1)C[C@@H]2C(=O)N1CCCCC1
→ 3%	?	nt
Cc1cc(C)n(-c2nc3ccccc3c(=O)n2OCC(=O)OCc2ccccc2)n1
→ -7%	5.8µM*	16%
Cc1ccc(NC(=O)CSCc2cc(=O)n3ccsc3n2)c(C)c1
→ 20%	-1%	-1%
O=C1Nc2ccccc2C(=O)N2[C@H](c3cccc(Br)c3)[C@@H]3C(=O)N(Cc4ccccc4)C(=O)[C@@H]3[C@H]12
→ -23%	?	-3%
CSc1c(-c2ccccn2)c(N)nn1C(=O)C1CC1
→ 0%	-10%	8%
C=CCN1C(=O)C(CC(=O)O)SC1=Nc1ccc(C(=O)O)cc1 (stereo not drawn)
→ 0%	11%	4%
CCOC(=O)N1CCN(C(=O)CN(c2cc(C(F)(F)F)ccc2Cl)S(C)(=O)=O)CC1
→ -5%	-22%	15%
O=C(NCCC1=CCCCC1)C1COc2ccccc2O1 (stereo not drawn)
→ -6%	?	15%
CCc1ccc(NC(=O)Nn2cnnc2)cc1
→ -1%	0%	-4%
COc1cccc(CNC(=O)CC(c2ccc(C)cc2)N2Cc3ccccc3C2=O)c1 (stereo not drawn)
→ 11%	?	nt
Cc1ccc(C)c2[nH]c(=O)c(CN(Cc3ccco3)C(=O)Nc3ccccc3)cc12
→ -15%	?	21%
COCCn1cnc2c1c(=O)n(Cc1ccccc1C#N)c(=O)n2Cc1ccccc1
→ 9%	-21%	-5%
Cc1ccc(-c2nnnn2C2C/C(=N\NC(N)=S)C3OCC2O3)cc1 (stereo not drawn)
→ -6%	6%	6%
Cc1cccc(NC(=O)c2cccc(C(=O)Nc3cccc(C)n3)c2)n1
→ 3%	-20%	-18%
COc1cccc(OCCOc2ccc(/C=C3\C(=N)N4N=C(S(C)(=O)=O)SC4=NC3=O)cc2OC)c1
→ 11%	-13%	1%

# (more compounds)
# Each structure is followed by: FEN1 inh	DT40 TDP1 CPT	N370S GC mod
O=C1CCC(C(=O)N2CCCC(C(=O)c3ccc4ccccc4c3)C2)=NN1 (stereo not drawn)
→ 23%	?	-6%
O=c1[nH]c2ccccc2c(O)c1-c1ccccc1
→ 2%	-9%	-3%
COc1ccc2[nH]cc(CCNc3ncncc3-c3cccnc3)c2c1
→ nt	?	1%
O=[N+]([O-])c1cccc(-c2csc(Nc3ccccc3)n2)c1
→ -16%	?	13%
Cn1cnnc1SCc1ccc(C(=O)N/N=C/c2cccs2)cc1
→ -9%	-2%	-2%
COCCNC(=O)C(c1ccc(C)cc1)N(CCOC)C(=O)CCC(=O)Nc1ccccn1 (stereo not drawn)
→ 3%	6%	-3%
CC(C)OC(=O)CSc1nnc2c3ccccc3n(C)c2n1
→ -9%	-15%	4%
O=C(N/N=C/c1ccc(OC(=O)c2ccccc2Br)cc1)c1ccccn1
→ 1%	-1%	1%
COc1ccc(-n2c(SCC(=O)c3c(N)n(C)c(=O)n(C)c3=O)nc3ccccc32)cc1
→ -3%	-14%	-3%
O=c1c2ccccc2[nH]c(=S)n1CCCN1CCN(c2ccccc2)CC1
→ -3%	-22%	-14%
CN1C(=O)c2ccc(NC(=O)CSc3ccccc3)cc2C1=O
→ -3%	-4%	-3%
Cn1cc(Br)c(C(=O)NNC(=O)c2ccc(Cl)cc2)n1
→ -6%	-18%	4%
O=C(OCCN=C1NS(=O)(=O)c2ccccc21)C1CC(=O)N(c2ccc3ccccc3c2)C1 (stereo not drawn)
→ 3%	-2%	3.5µM*
O=C(CCSCCc1ccccn1)Nc1ccc(Cl)cn1
→ 6%	-4%	0%
COc1ccc(CN2CSC(=S)N(Cc3ccc(OC)cc3)C2)cc1
→ -4%	4.6µM*	11%

# Some of these compounds in order of SMILES length, lowest first.
# Each structure is followed by: FEN1 inh	DT40 TDP1 CPT	N370S GC mod
C=CCN1C(=O)C(CC(=O)O)SC1=Nc1ccc(C(=O)O)cc1 (stereo not drawn)
→ 0%	11%	4%
Cc1ccc(-c2nnnn2C2C/C(=N\NC(N)=S)C3OCC2O3)cc1 (stereo not drawn)
→ -6%	6%	6%
COc1cccc(OCCOc2ccc(/C=C3\C(=N)N4N=C(S(C)(=O)=O)SC4=NC3=O)cc2OC)c1
→ 11%	-13%	1%

# Remaining list, next part
# Each structure is followed by: FEN1 inh	DT40 TDP1 CPT	N370S GC mod
Cc1onc(-c2ccccc2)c1C(=O)Nc1nc2c(s1)CCCC2
→ 3%	?	5%
CN1C(=O)NC(c2ccc(O)cc2)C2=C1CN(c1ccc(O)cc1)C2=O (stereo not drawn)
→ -13%	27%	?
CCCN1C(=O)CSC1=Nc1ccccc1
→ 2%	6%	-6%
O=C(Nc1ccc(-c2nnc(-c3ccccc3)o2)cc1)C(F)(F)F
→ -1%	-17%	22%
CC(=O)N1CCN(c2ccccc2NC(=O)COc2ccccc2C)CC1
→ -12%	?	-1%

# Structural class, those above containing an aryl methoxy group (13)
# Each structure is followed by: FEN1 inh	DT40 TDP1 CPT	N370S GC mod
CCCOc1ccc(/C=N/n2nnnc2N)cc1OC
→ -1%	2%	-10%
COc1cc(C(=S)N2CCOCC2)ccc1OC(=O)c1cccc(C)c1
→ -9%	?	4%
COc1cc(-c2noc(C)c2C(=O)NCCc2ccccc2)cc(OC)c1OC
→ 2%	?	nt
COc1ccccc1/C=N/OCc1ccc(C#N)cc1
→ -1%	9%	26%
COc1cccc(-n2ccnc2SCC(=O)Nc2cccc3ccccc23)c1
→ 1%	?	nt
COc1cc2ncnc(NCc3cc(F)ccc3F)c2cc1OC
→ 4%	-11%	-3%
COc1cc2c(cc1NC(=O)C(C)OC(=O)c1ccc(S(=O)(=O)Nc3ccccc3Cl)cc1)oc1ccccc12 (stereo not drawn)
→ -3%	23µM*	-1%
COc1cccc(C(C(=O)NC2CCCC2)N(C(=O)c2ccco2)c2ccc(C(C)=O)cc2)c1OC (stereo not drawn)
→ 8%	-27%	0%
COc1cccc(CNC(=O)CC(c2ccc(C)cc2)N2Cc3ccccc3C2=O)c1 (stereo not drawn)
→ 11%	?	nt
COc1cccc(OCCOc2ccc(/C=C3\C(=N)N4N=C(S(C)(=O)=O)SC4=NC3=O)cc2OC)c1
→ 11%	-13%	1%
COc1ccc2[nH]cc(CCNc3ncncc3-c3cccnc3)c2c1
→ nt	?	1%
COc1ccc(-n2c(SCC(=O)c3c(N)n(C)c(=O)n(C)c3=O)nc3ccccc32)cc1
→ -3%	-14%	-3%
COc1ccc(CN2CSC(=S)N(Cc3ccc(OC)cc3)C2)cc1
→ -4%	4.6µM*	11%

# Screening results (PubChem)

# An excerpt. The share of hits here may be higher or lower than overall.
